# AT treatment = qHTS Assay for Identifying a Potential Treatment of Ataxia-Telangiectasia; […] A-T fibroblasts, KAP-1 phosphorylation AlphaLISA; neocarzinostatin DNA damage 30 min before lysis; Potency, µM (doses to about 57.5 µM), inactives show at the top dose activation, actives largely listed as activators; actives 0.19% (n = 320,000); AID 485349, 2010; further: potency means the concentration at half of the fitted maximal effect; % of control where 0% means no effect; nearly all actives have a fitted effect of over 45% in size
#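 hTERT-immortalized A-T patient fibroblasts ([…]), 500 cells/well in OPTI-MEM, 1% FBS, got compounds for 60 min, then NCS for 30 min at 37C. Lysates were then assayed for phospho-KAP-1 by AlphaLISA (anti-pKAP1 donor, anti-KAP1 acceptor beads), 6 hr at 25C.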
# MLL CXXC-DNA inh = qHTS Fluorescence Polarization Assay for Inhibitors of MLL CXXC domain - DNA interaction; Histone-lysine N-methyltransferase 2A (Homo sapiens), Q03164; MLL-CXXC / FITC-HOXA9 DNA fluorescence polarization; Potency, µM (highest dose often 115 µM), for the others: top-dose activity change, negative = inhibition, most hits filed as inhibitors; actives 0.037% (n = 290,000); active means well fitted inhibition curve with a large enough effect in the polarisation, with a control signal flat, not every such curve was filed as active; inconclusive means small, poorly fitted or top-dose-only effect, or effect the other way, or a change in a side signal; inactive means no such curve, though single readings can be large or run the other way; the % refers to the polarisation; further: potency means the concentration at half of the fitted maximal effect
#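 Purified MLL-CXXC (added from a 7 uM solution) was preincubated 5 min at ambient with pinned compounds in 50 mM Tris-HCl pH 7.5, 50 mM NaCl, 1 mM DTT, 0.05% BSA. Fluorescein-labeled HOX-A9 DNA (50 nM solution) followed, 30 min, then polarization read.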
# KCNH2 3.1 block = qHTS for Inhibitors of KCHN2 3.1: Mutant qHTS; Potassium voltage-gated channel subfamily H member 2, brain isoform KCNH2 3.1 (human); U2OS KCNH2 3.1, thallium flux FluxOr; active compounds read low; activity change, % (tested at about 1.8 µM); actives 0.95% (n = 340,000); AID 720553, 2013;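 active means maximum activity change below -70%; inconclusive means maximum activity change from -70% to -50%; inactive means maximum activity change above -50%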;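 further: thallium influx rate constant from kinetic fluorescence after stimulation buffer; on the % scale 0 is the no-effect control and ±100 the full control effect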
#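 Thallium flux read-out: FluxOr dye with Red40 quencher in HBSS/HEPES, 45 min at RT. Rate constants from kinetic reads were normalized to positive and negative DMSO controls. Cells: U2OS virally expressing the 3.1 isoform.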
# S-ASM inh = Inhibitors of Secretory Acid Sphingomyelinase (S-ASM): qHTS. Sphingomyelin phosphodiesterase (Homo sapiens), P17405. placental ASM, HMU-PC fluorogenic substrate, 60 min. Potency, µM (doses to about 57.5 µM), for the others: at the top dose activity change, negative = inhibition, hits mostly inhibitors. actives 0.006% (n = 340,000); further: potency means the concentration at half of the fitted maximal effect
# Target sequence (P17405 47-631 limits assumed): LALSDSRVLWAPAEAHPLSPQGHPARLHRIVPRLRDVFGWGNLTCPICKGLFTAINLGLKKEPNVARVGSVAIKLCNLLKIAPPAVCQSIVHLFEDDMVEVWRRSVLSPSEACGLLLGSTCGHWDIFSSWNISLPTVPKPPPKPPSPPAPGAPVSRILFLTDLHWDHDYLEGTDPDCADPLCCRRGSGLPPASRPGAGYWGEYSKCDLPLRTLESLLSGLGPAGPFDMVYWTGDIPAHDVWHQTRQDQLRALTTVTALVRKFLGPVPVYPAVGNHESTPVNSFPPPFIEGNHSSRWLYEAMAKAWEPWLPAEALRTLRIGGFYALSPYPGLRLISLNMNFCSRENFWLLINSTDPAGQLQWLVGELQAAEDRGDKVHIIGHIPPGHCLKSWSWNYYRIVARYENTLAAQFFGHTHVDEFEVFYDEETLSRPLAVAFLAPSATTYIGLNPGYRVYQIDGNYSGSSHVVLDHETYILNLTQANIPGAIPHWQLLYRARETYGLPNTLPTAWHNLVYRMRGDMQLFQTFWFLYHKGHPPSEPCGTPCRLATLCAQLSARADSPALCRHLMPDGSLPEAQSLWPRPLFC
#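 qHTS format. ASM enzyme prepared from human placenta hydrolyses the fluorogenic substrate HMU-PC0 (9 uM final) over 60 min at 37 °C after a 10 min compound preincubation.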
# GALK inhibitor = qHTS Assay for Inhibitors of Human Galactokinase (GALK) | actives 0.007% (n = 270,000) | AID 1868, 2009 | Potency, µM (doses to about 57.5 µM), for inactives: at the top dose activity change, negative = inhibition, most hits filed as inhibitors | Purified GALK, Kinase-Glo residual ATP luminescence | P51570; further: potency means the concentration at half of the fitted maximal effect; on the % scale 0 is the no-effect control and ±100 the full control effect
# Target sequence (P51570 whole entry, looked up): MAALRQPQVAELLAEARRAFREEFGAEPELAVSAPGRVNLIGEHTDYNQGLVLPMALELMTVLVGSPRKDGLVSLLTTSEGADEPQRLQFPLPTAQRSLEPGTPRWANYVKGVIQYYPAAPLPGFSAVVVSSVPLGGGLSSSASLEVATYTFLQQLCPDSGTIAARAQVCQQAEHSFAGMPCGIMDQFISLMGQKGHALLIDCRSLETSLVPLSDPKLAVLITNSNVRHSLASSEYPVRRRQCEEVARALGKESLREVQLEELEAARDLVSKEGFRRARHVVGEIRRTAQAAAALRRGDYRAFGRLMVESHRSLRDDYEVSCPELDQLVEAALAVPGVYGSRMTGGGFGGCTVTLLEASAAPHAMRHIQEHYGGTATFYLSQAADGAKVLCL
#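 Kinase-Glo Plus luminescence measured ATP left after a 1 h room-temperature reaction. The reaction used 5 nM GALK, 100 uM galactose and 35 uM ATP at pH 8.0 (20 mM HEPES, 5 mM MgCl2, 60 mM NaCl, 1 mM DTT, 0.01% BSA).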
# TRPV1 ag = HTS Assay for Compounds that Act as Agonists of the Vanilloid Receptor 1; actives 0.19% (n = 320,000); AID 540275, 2011; TRPV1-expressing cells, Fluo-8 calcium influx, agonist mode; activation, % at 8.33 µM; Transient receptor potential cation channel subfamily V member 1 (Homo sapiens), Q8NER1; in the data active means activation above about 80%; inconclusive means between about 30% and that limit; further: 0% is about no effect
#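 Cells expressing TRPV1 were dye-loaded with Fluo-8 and read kinetically: 10 s baseline, 3 min after compound (agonist portion), then 2 min after EC20 capsaicin (allosteric enhancer portion). Calcium-bound dye fluorescence at 480/520 nm.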
# a7 integrin act = qHTS for Activators of Integrin-Mediated Alleviation for Muscular Dystrophy; alpha7betagal myoblasts, beta-gal FDG fluorescence, 48 h; Potency, µM (highest dose often 38.3 µM), for inactives: at the highest dose activation, usual class: activators; actives 0.064% (n = 350,000); AID 624291, 2012;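 further: potency means the concentration at half of the fitted maximal effect; 100% = response of the positive control SU9516; nearly all actives have a fitted effect of over 60% in size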
#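 Alpha7betagal+/- myoblasts (passage 13) were plated 16-24 hr, then exposed to compounds (1:260 dilution of DMSO stock) for 48 hours at 37C. After MPER lysis, β-galactosidase reporter activity was read as FDG fluorescence (ex 480/em 540) after 30 minutes.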
# hERG WT inh = qHTS for Inhibitors of KCHN2 3.1: Wildtype qHTS | Voltage-gated inwardly rectifying potassium channel KCNH2 (Homo sapiens), Q12809 | U2OS, BacMam KCNH2, thallium flux FluxOr; active compounds read low | activity change, % at 1.84 µM | actives 0.37% (n = 340,000) | AID 720551, 2013;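 active means maximum activity change below -70%; inconclusive means maximum activity change between -70% and -50%; inactive means maximum activity change above -50%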; further: on the % scale 0 is the no-effect control and ±100 the full control effect
#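 U2OS cells transduced with wild-type KCNH2 virus are loaded with FluxOr dye for 45 min, and thallium flux is measured in kinetic reads before and after stimulation buffer. Rate constants are normalized to DMSO controls.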
# FBPA coupling cs = qHTS Assay for Inhibitors of Fructose-1,6-bisphosphate Aldolase from Giardia Lamblia: Coupling assay counterscreen. coupling enzyme system counterscreen, AmpLite Red fluorescence. activity change, negative = inhibition, % at 58.2 µM, hits read low. actives 0.67% (n = 290,000). AID 2472, 2010; in the data active means activity change below about -30%; further: on the % scale 0 is the no-effect control and ±100 the full control effect
#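 Fluorescence at 525 nm excitation and 598 nm emission measured inhibition of the coupled detection system without aldolase. Compounds (at 57.5 uM final) were preincubated 10 min at room temperature with coupling enzyme reagent before a 20 min substrate/AmpLite Red step.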
# MBNL1-CUG inh = qHTS Assay for Inhibitors of MBNL1-poly(CUG) RNA binding; Muscleblind-like protein 1 (Homo sapiens), Q9NR56; TR-FRET MBNL1-His/biotin-(CUG)12 binding, 665/545 ratio; Potency, µM (highest dose often 57.5 µM), without a hit: top-dose activity change, negative = inhibition, hits mostly inhibitors; actives 0.036% (n = 280,000); active means well fitted inhibition curve with a large enough effect in the signal ratio, with a control signal flat, not every such curve was filed as active; inconclusive means small, poorly fitted or top-dose-only effect, or effect the other way, or a change in a side signal; inactive means no such curve, though single readings can be large or run the other way; the % refers to the signal ratio; further: potency means the concentration at half of the fitted maximal effect; on the % scale 0 is the no-effect control and ±100 the full control effect
#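 His-tagged MBNL1 binding to biotinylated (CUG)12 RNA was measured by TR-FRET using terbium anti-His antibody (0.055 ng/ul final) and streptavidin-XL665 (5 nM final). Compounds were titrated 92 nM to 58 uM; 60 min at room temperature.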
# Starred values were filed as active, the others as inactive; ? = inconclusive; . = no result given; [ ] = remark or other dose. Unless noted, the call rests on the fitted dose curve; in most records, active means well fitted curve in the direction sought with a large enough effect; inconclusive means small, poorly fitted or top-dose-only effect, or another doubt; inactive means no such curve, though single readings can be large; an effect the other way counts as inactive or inconclusive. Not a hit list. About 2% of those tested had a hit in this group.
SMILES,AT treatment,MLL CXXC-DNA inh,KCNH2 3.1 block,S-ASM inh,GALK inhibitor,TRPV1 ag,a7 integrin act,hERG WT inh,FBPA coupling cs,MBNL1-CUG inh
Oc1ccc(-c2[nH]ncc2-c2cccc3cccnc23)c(O)c1,-1%,3%,-19,-1%,2%,0,-34%,1,1,6%
CSc1ncccc1C(=O)Nc1ncc(C)s1,-7%,11%,-1,-1%,3%,0,27%,-1,0,1%
COc1ccc(OC)c2c1C(=O)C(Cl)=C(Cl)C2=O,-15%,-3%,7,0%,0%,1,?,-14,-45*,9%
COc1cc(OC)c2cc[nH]c2c1,-1%,-4%,5,-1%,.,0,13%,-6,0,5%[11.5 µM]
c1ccc(Cn2nnnc2-c2ccco2)cc1,6%,4%,0,-2%,0%,0,8%[7.66 µM],-17,0,4%
CSCC[C@H](NC(=O)Nc1ccc(C)cc1C)C(=O)O,-6%,3%,3,-2%,3%,-3,-1%,0,-3,-10%
Cc1c(-c2ccccc2)nc(N)c(C#N)c1-c1ccco1,12%,4%,1,142%[activator],-2%,5,-8%,-4,0,9%
CCOc1ccc(CCNC(=O)C2CCCN(C(=O)N(C)C)C2)cc1OCC (configuration not stated),-1%,8%,4,-1%,-2%,-4,-13%,-3,0,2%
O=C1C=C(Nc2ccc(Cl)cc2)CC(c2ccco2)C1 (configuration not stated),-2%,1%,-20,-5%,0%,?,23%,-7,11,-1%
O=C(CSc1ccccc1)Nc1cccnc1,1%,-3%,10,1%,0%,3,-6%,-14,0,-2%
CCn1c(SCC(=O)Nc2ccc(OCc3ccccc3)cc2)nnc1-c1ccco1,8%,52%[activator],5,-7%,5%,0,-13%,2,2,-5%
CN(C)CCNC(=O)c1cc2sc3ccccc3c2s1,-1%,-3%,-2,0%,4%,7,-62%[inhibitor],-8,-2,?
CCCC(=O)Nc1ccc(C(=O)n2ccc(C)n2)cc1,-1%[11.5 µM],-12%,9,5%,3%,7,13%,-5,1,-11%
CCN(CC)C(=O)CN1C(=O)C2(OCC(C)(c3ccccc3)CO2)c2ccccc21 (configuration not stated),10%,-1%,-13,-2%,1%,?,-23%,7,4,6%
Cc1ccc(/C=C/S(=O)(=O)N2CCC(C(=O)O)CC2)cc1,8%,-11%,-2,6%,0%,0,10%,8,7,13%
COc1ccc(CNC(=O)C(C)OC(=O)c2cccc(N(C)C)c2)cc1 (configuration not stated),1%,.,-6,8%,.,.,12%,12,.,.
CCn1nnnc1SCC(=O)NC1CCCC1,-1%,-11%,16,0%,1%,-3,-1%,11,.,0%
CCOc1cc(CNCCc2ccc(S(N)(=O)=O)cc2)cc(Cl)c1OCc1ccccc1,-2%,-5%,?,-7%,2%,23,-64%[inhibitor],3,2,7%
COC(=O)c1ccccc1NC(=O)c1cc(C)no1,7%,17%,-7,-2%,-2%,0,39%,1,0,-16%
Cc1cc(C)cc(N(CC(=O)NC2CCCC2)S(=O)(=O)c2c(C)[nH]c(=O)[nH]c2=O)c1,-5%,0%,-3,0%,.,3,13%,4,-1,-9%
NC(=O)C1=C[C@H](c2coc3ccccc3c2=O)C[C@H](OCc2ccc(CO)cc2)O1,-18%,-9%,14,0%,-2%,0,-7%,1,3,-9%
COC(=O)CCNC(=O)c1nn(Cc2ccccc2)c(=O)c2ccccc12,2%,7%,0,1%,1%,0,-12%,-4,0,-3%
Cc1ccc(C(=O)c2cc3c(cc2[N+](=O)[O-])OCCO3)cc1,0%,-11%,10,4%,2%,5,-15%,-14,1,?
CC(C)C(=O)NC(=S)Nc1ccccc1N1CCN(C(=O)c2ccccc2)CC1,-2%,-7%,7,0%,9%,?,0%,0,6,-1%
Cc1ccccc1CN1CCN(c2nc3ccccc3s2)CC1,26%,3%,-7,3%,-4%,-2,18%,-1,2,1%
# (listing goes on)
SMILES,AT treatment,MLL CXXC-DNA inh,KCNH2 3.1 block,S-ASM inh,GALK inhibitor,TRPV1 ag,a7 integrin act,hERG WT inh,FBPA coupling cs,MBNL1-CUG inh
Cc1csc(SCc2nnc(-c3ccc(Cl)cc3)o2)n1,.,16%,-9,-3%,0%,24,1%,-8,2,6%
CCOC(=O)c1ccc(Nc2cc3ccccc3c(=O)[nH]2)cc1,.,.,-16,210%[activator],.,.,-23%,-5,.,.
COC(=O)c1cc2oc3ccccc3c2n1CC(=O)N1CCCc2ccccc21,5%,0%,-5,-5%,-1%,4,33%,-15,-1,3%
N#Cc1cc(-c2ccccc2)oc1NC(=O)c1ccco1,-4%,9%,-25,-3%,-2%,17,26%,-22,2,-1%
COc1ccccc1NS(=O)(=O)c1ccc(O)c(C(=O)OCC(=O)Nc2ccccc2F)c1,-14%,-1%,16,-9%,15%,1,-29%,2,2,-5%
CC1CC1C(=O)OCC(=O)Nc1ccc(N=Nc2ccccc2)cc1 (configuration not stated),0%,-3%,-15,?,0%,9,-28%,6,0,5%
Cc1ccc(-c2csc(NC(=O)C[n+]3cc(-c4ccccc4)n4c3CCC4)n2)cc1,-10%,34%[activator],9,-20%,4%,0,0%,7,2,-4%
CCN(CC)C(=O)c1[nH]cnc1C(=O)N[C@@H](C)C(=O)OC(C)(C)C,2%,-6%,.,-2%,1%,6,29%,.,4,10%
S=C(Nc1cccc2ccccc12)Nc1cccc2ccccc12,.,.,24,1%,.,.,1%,0,.,.
Cc1ccc(-c2nc(C=Nc3ccc(O)cc3)c(O)o2)cc1,4%,?,-18,16%,2%,1,-64%[inhibitor],.,-1,17%
CC(C)C(C)NC(=O)COc1ccc(Sc2ccc(OCC(=O)NC(C)C(C)C)cc2)cc1 (configuration not stated),17%,5%,0,-2%,1%,2,-49%[inhibitor],-8,-3,-20%
Cc1ccc(C2=NN(C(=O)CCC(=O)O)C(c3cccs3)C2)cc1 (configuration not stated),1%,-1%,5,0%,2%,-2,22%,-11,9,-6%
Cc1ccc(C2N(C)C(=O)c3ccccc3N2C)cc1 (configuration not stated),3%,17%,1,.,-7%,1,-12%,4,3,-2%
CCOC(=O)NC(=O)CSc1nc(C)cc(C)c1C#N,1%,0%,17,127%[activator],1%,-3,4%,1,0,0%
CC12COC3(C(=O)Nc4ccc(F)cc4)CC1CCC32C (configuration not stated),-1%,3%,7,2%,-2%,3,-4%,3,0,-5%
CC(=O)N1CCN(CC(=O)Nc2ccc(C)c(F)c2)CC1,-2%,-3%,3,2%,0%,-4,-5%,17,-3,-8%
COc1ccc(/C=N/NC(=O)c2cnccn2)cc1O,1%,-3%,-4,-3%,0%,2,10%,-4,-2,.
CCN(C(=O)CSc1nc2nc(C)cc(C)n2n1)c1cccc(C)c1,0%,-5%,-8,-2%,1%,-3,0%,-22,1,-19%
COC(=O)c1ccc(C(=O)OC)c(NC(=S)N2CCCC(CO)C2)c1 (configuration not stated),-3%,5%,12,38%[activator],2%,4,-18%,-3,7,-1%
COc1ccc(Oc2coc3cc(O)ccc3c2=O)cc1,-2%,-1%,32,48%[activator],-4%,-2,-17%,2,6,0%
CC(C)NC(=O)COc1ccc(/C=N/NS(=O)(=O)c2ccccc2)cc1,-1%,-1%,6,3%,-1%,0,21%,1,4,0%
C#CCOCCOCCOCCNc1nc(N2CCN(C(=O)CCCCCCCCCCNC(=O)[C@H](CO)n3cc(CCCSC)nn3)CC2)nc(N2CCN(C(=O)CCCCCCCCCCNC(=O)[C@H](CCCN=C(N)N)n3cc(C[C@@H](C)CC)nn3)CC2)n1,21%,.,-8,-24%,.,-2,-33%,-12,.,.

# A section of the results above, as a working copy:
SMILES,AT treatment,MLL CXXC-DNA inh,KCNH2 3.1 block,S-ASM inh,GALK inhibitor,TRPV1 ag,a7 integrin act,hERG WT inh,FBPA coupling cs,MBNL1-CUG inh
Cc1csc(SCc2nnc(-c3ccc(Cl)cc3)o2)n1,.,16%,-9,-3%,0%,24,1%,-8,2,6%
CCOC(=O)c1ccc(Nc2cc3ccccc3c(=O)[nH]2)cc1,.,.,-16,210%[activator],.,.,-23%,-5,.,.

# Compound activity as filed in PubChem.
